Screening data as filed in PubChem BioAssay.
GIRK2 activator: Activators of human GIRK2-containing channels; HEK293 GIRK2/NPY4 cells, thallium flux fluorescence; activation (% efficacy), % for hits at 37.5 µM; 34,000 tested, under 10 active; AID 1259324;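 active = primary screen hit, no activity in plain HEK293 cells, and in GIRK2-only cells above 5% efficacy rising with concentration; inactive = the rest, including fluorescent compounds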;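 note: efficacy is normalized control-subtracted fluorescence 15 s after thallium addition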
Target sequence (P48051 whole entry, looked up): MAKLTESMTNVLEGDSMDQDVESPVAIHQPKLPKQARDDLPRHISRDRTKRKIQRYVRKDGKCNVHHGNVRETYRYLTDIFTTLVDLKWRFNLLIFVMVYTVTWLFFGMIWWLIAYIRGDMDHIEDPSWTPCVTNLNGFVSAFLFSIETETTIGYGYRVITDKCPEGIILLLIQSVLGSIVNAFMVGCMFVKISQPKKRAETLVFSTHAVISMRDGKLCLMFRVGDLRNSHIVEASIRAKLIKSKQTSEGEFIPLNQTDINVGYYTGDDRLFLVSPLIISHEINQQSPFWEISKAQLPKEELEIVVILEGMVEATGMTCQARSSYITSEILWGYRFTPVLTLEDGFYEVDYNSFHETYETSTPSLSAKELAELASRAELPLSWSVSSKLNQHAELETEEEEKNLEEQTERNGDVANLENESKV
* marks the source's active call; other numbers are inactive results; i = inactive; [ ] = another dose, or the depositor's remark. Some of the compounds tested; rates above refer to the full screens.

canonical_smiles | GIRK2 activator
CC(C)N(C(=O)CSc1ncnc2c1nnn2C)C(C)C | i
Cc1ccc(OCCCC(=O)Nc2nccs2)c(C)c1 | i
COc1ccc(CCNC(=O)COc2ncccn2)cc1OC | i
CC(Oc1ccccc1F)C(=O)NCCOc1ccc2nnc(-c3ccccc3)n2n1 (stereo not given) | i
O=C(CN1CC(c2nc(-c3ccsc3)no2)C1)N1CCCc2ccccc21 | i
CSc1ccccc1C(=O)Nc1ccc(CC(=O)NCC(F)(F)F)cc1 | i
COc1ccc(S(=O)(=O)c2cc3cc(OC)ccc3oc2=O)cc1 | i
Cc1nc(N2CCCCC2)cc(N2CCN(C(=O)c3ncccn3)CC2)n1 | i
N#Cc1ccc(C(=O)NCC2CCN(Cc3ccco3)CC2)cc1 | i
CCS(=O)(=O)N1CCC(c2nnc(-c3ccco3)o2)CC1 | i
O=S(=O)(c1ccc(Cl)cc1)N1CCCSCC1CN1CCOCC1 (stereo not given) | i
CSc1cccc(NC(=O)Cn2cnc3c(-c4ccccc4)csc3c2=O)c1 | i
Cc1ccc(NCCNS(=O)(=O)c2cc(F)ccc2F)nn1 | i
CSc1ccccc1C(=O)Nc1ccc2c(c1)C(=O)N(C)c1cc(C)ccc1O2 | i
COCC(=O)N1CCCc2ccc(NC(=O)Nc3cccc(OC)c3)cc21 | i
CC(=O)c1ccc(NC(=O)Cn2cnc3c(-c4ccc(C)cc4)csc3c2=O)cc1 | i
COc1ccc(-c2c(C)oc3c4c(ccc3c2=O)OCN(C2CCS(=O)(=O)C2)C4)cc1 (stereo not given) | i
CCC(C)NCC(O)COCCOc1ccc(F)cc1 (stereo not given) | i
O=C(Nc1nnc2n1CCS2)C1(c2ccc(Cl)cc2)CCCC1 | i
COc1ccc(C(=O)N2CCN(c3ccc(-c4ccc(C)c(C)c4)nn3)CC2)c(OC)c1 | i
Cc1ccc(C(=O)NCC2(O)CCCC2)cc1 | i
Cc1[nH]c(=O)[nH]c(=O)c1CC(=O)Nc1ccc2c(c1)Cc1ccccc1-2 | i
COc1ccc(Cl)cc1N1CC(c2nc3ccccc3n2CC(=O)NC(C)C)CC1=O (stereo not given) | i
COc1ccc(NC(=O)CC(C)n2nc(C)nc2C)cc1 (stereo not given) | i
COc1cccc(N2C(=NC(=O)c3ccc(Br)cc3)SC3CS(=O)(=O)CC32)c1 (stereo not given) | i
Cc1cc(C(=O)N2CCOCC2)nn1CC(=O)NCc1cccs1 | i
CCOc1cn2c(cc1=O)C(=O)N(CCNC(=O)c1ccccc1F)CC2 | i
COc1ccccc1OCC(=O)Nc1cc(C)nn1-c1nc(-c2ccccc2)cs1 | i
Cc1ccc(C(CNC(=O)C(=O)NCc2ccc(Cl)cc2)N2CCOCC2)cc1 (stereo not given) | i
Cc1nccn1CCNC(=O)C(=O)NCc1cccs1 | i
COc1cccc2cc(C(=O)NC3CCCCC3N3C(=O)CSC3=O)oc12 (stereo not given) | i
C/C(Cl)=C/Cn1c(NCCCOC(C)C)nc2c1c(=O)[nH]c(=O)n2C | i
COc1ccc(CNC(=O)Cn2nc3c(c2NC(=O)c2ccco2)CSC3)cc1 | i
COc1ccc(/C=C/C(=O)Nc2ccccc2C(=O)NCc2ccco2)cc1OC | i
COc1cccc(-n2nnnc2SCC(=O)NC2CCCCC2)c1 | i
O=C(CN1C(=O)c2ccccc2S1(=O)=O)Nc1ccc(Nc2ccccc2)cc1 | i
O=C(NCC1(O)CCCC1)c1cc(=O)c2ccccc2o1 | i
O=C(Nc1ccccc1C(F)(F)F)N1CCC(c2nnc(-c3ccco3)s2)CC1 | i
O=C(CSc1cc(N2CCCCC2)ncn1)Nc1cc(C(F)(F)F)ccc1Cl | i
COc1ccc(-c2cc(CC(=O)Nc3ccc(F)c(F)c3F)no2)cc1 | i
CCN(C1CCCCC1)S(=O)(=O)c1ccc(C(=O)Nc2nc(-c3cccnc3)cs2)cc1 | i
CCOC(=O)N1CCN(/C=C(\C#N)C(=O)Nc2ccccc2)CC1 | i
O=C(NCCN1CCOCC1)c1ccc(N2CCCCS2(=O)=O)cc1 | i
CC(C)C(=O)N1CCCc2ccc(NC(=O)NC(C)(C)C)cc21 | i
Cc1ccc(CNC(=O)c2cnc3c(c(C)nn3-c3ccc(F)cc3)c2Cl)cc1 | i
CCOC(=O)c1oc2ccccc2c1NC(=O)CCCS(=O)(=O)c1ccccc1 | i
COc1cccc(C(CNC(=O)C2(c3cccs3)CCCC2)N2CCOCC2)c1 (stereo not given) | i
COC(=O)c1ccc(C(=O)NCC2CCN(C(=O)Nc3ccccc3OC)CC2)cc1 | i
O=C1CCS(=O)(=O)N1c1ccc(S(=O)(=O)N2CCCCC2)cc1 | i
O=C(NCCn1nc(-n2cccn2)ccc1=O)c1ccc(S(=O)(=O)N2CCCC2)cc1 | i
O=C(Cc1cc(-c2ccccc2F)on1)NCCCN1CCOCC1 | i
COc1ccc(Cl)cc1NC(=O)Nc1ccc(CN2CCN(C)CC2)cc1 | 14.0%*[75 µM]
COc1cccc(NC(=O)Nc2ccc3c(c2)CCC(=O)N3C)c1OC | i
O=S(=O)(NCC(O)c1ccsc1)c1c(F)cccc1F (stereo not given) | i
Cc1cc(C)c2sc(N3CCN(C(=O)CS(=O)(=O)Cc4ccccc4)CC3)nc2c1 | i
C#CCn1c(=NC(=O)c2ccnn2CC)sc2cc(Cl)ccc21 | i
COc1ccccc1NC(=O)c1nnn(Cc2nc(-c3ccc(C)cc3)oc2C)c1C | i
CCOc1ccc(NC(=O)CCCn2nc(-c3ccco3)ccc2=O)cc1 | i
NS(=O)(=O)c1ccc(NS(=O)(=O)c2ccc(NC(=O)C3CCCCC3)cc2)cc1 | i
CCOc1ccc(-c2nc(CSc3nc4ccccc4c(=O)n3CC)c(C)o2)cc1OC | i

Continuation:
canonical_smiles | GIRK2 activator
O=C(CSc1nnc(-c2ccncc2)o1)NCc1ccccc1Cl | i
CN1C(=O)Cc2cc(NC(=O)Nc3ccc(Cl)c(Cl)c3)ccc21 | i
O=C(NCC(O)(c1cccs1)C1CC1)c1cc(=O)c2ccccc2o1 (stereo not given) | i
O=C(NCc1ccccc1)Nc1ccc2c(c1)N(C(=O)c1ccccc1)CCC2 | i
Cc1cc(NCCCN2CCOCC2)n2nc(C)c(-c3ccccc3Cl)c2n1 | i
COc1ccc(CCC(=O)NCCCN2CCOC(c3ccccc3)C2)cc1 (stereo not given) | i
Cn1nnc2c(N3CCN(C(=O)CCCc4ccccc4)CC3)ncnc21 | i
CC(=O)N1CC(C(=O)NCCC2=CCCCC2)C1 | i
Cc1nc2sc3c(c2c2n[nH]c(=S)n12)CCCC3 | i
CSc1ccccc1CN1CCC(CNC(=O)C(=O)Nc2ccccc2Cl)CC1 | i
Cc1cnc2c(c1SCC(=O)N(C(C)C)C(C)C)c(=O)n(C)c(=O)n2C | i
O=C(Nc1ccccc1C(F)(F)F)N1CC(c2nc(-c3ccsc3)no2)C1 | i
Cc1ccc(SCCC(=O)Nc2ccc3scnc3c2)cc1 | i
O=C(NCC(c1cccc2ccccc12)N1CCCC1)C(=O)NC1CCCCC1 (stereo not given) | i
Cc1cccc(OCCCN2C(=O)C(=O)c3cc(Br)cc(C)c32)c1 | i
Cc1nc2ccccc2n1S(=O)(=O)c1ccc2oc(=O)ccc2c1 | i
Clc1ccc(-c2noc(-c3ccc(CN4CCOCC4)cc3)n2)cc1 | i
COc1ccc(-c2nnc(NC(=O)Cc3ccc(C(C)C)cc3)o2)cc1 | i
COc1ccc2c(CC(=O)Nc3ccccc3-c3ccccc3)cc(=O)oc2c1 | i
Cc1ccc(-c2cc(C(=O)N3CCC(C(N)=O)CC3)c3c(C)nn(C4CCS(=O)(=O)C4)c3n2)cc1 (stereo not given) | i
O=C(NCCCN1CCCC1=O)C(=O)NCCC1=CCCCC1 | i
CCc1ccc(S(=O)(=O)N2CCN(c3ccc4nnc(-c5ccco5)n4n3)CC2)s1 | i
O=C(NCc1cc(-c2cccs2)on1)C12CC3CC(CC(C3)C1)C2 | i
Cc1cc(=O)n(CC(=O)NCCOc2ccccc2)cn1 | i
COc1ccc(NC(=O)c2ccc(=O)n(CC(=O)Nc3ccc(OC(F)(F)F)cc3)n2)cc1 | i
O=C(O)c1cccc(-n2c(=S)[nH]c3ccccc3c2=O)c1 | i
O=C(Cc1cc(-c2ccc(F)cc2)on1)Nc1nccs1 | i
COC(=O)N1CCN(CCNC(=O)NC2CCCCC2)CC1 | i
CS(=O)(=O)c1ccc(C(=O)N(CCCn2ccnc2)c2nc3ccccc3s2)cc1 | i
COc1ccccc1-c1nnc2ccc(OCCNC(=O)Cc3ccc(F)cc3)nn12 | i
CC(C)(C)C(=O)N1CCc2ccc(NS(=O)(=O)c3ccc(Cl)s3)cc21 | i
CSc1ncccc1C(=O)NCc1ccsc1 | i
Cn1cccc(C(=O)N2CCC(CNC(=O)C(=O)Nc3ccon3)CC2)c1=O | i
CCOc1ccccc1CNC(=O)Cc1nnc(-c2ccc(C)cc2)o1 | i
NC(=O)C1CCN(c2oc(-c3ccccc3)nc2S(=O)(=O)c2ccc(Cl)cc2)CC1 | i
COc1cccc(CNC(=O)CSc2nc(-c3sc(-c4ccccc4)nc3C)cc(=O)[nH]2)c1 | i
CS(=O)(=O)c1ccc2nc(NC(=O)c3ccc(=O)n(Cc4c(F)cccc4Cl)c3)sc2c1 | i
COc1ccc(CC(=O)Nc2nnc(Cc3cccs3)o2)cc1 | i
COc1cn(CC(=O)Nc2ccc3c(c2)OCCO3)c(CSc2ccc(F)cc2)cc1=O | i
NS(=O)(=O)c1ccc(NC(=O)CCc2csc(NC(=O)c3ccccc3)n2)cc1 | i

Reformatted as labelled records: two of the compounds above.
> COc1cn(CC(=O)Nc2ccc3c(c2)OCCO3)c(CSc2ccc(F)cc2)cc1=O
  GIRK2 activator = i

> NS(=O)(=O)c1ccc(NC(=O)CCc2csc(NC(=O)c3ccccc3)n2)cc1
  GIRK2 activator = i

Back to the main list with the five entries that preceded the break.
SMILES | GIRK2 activator
COc1cccc(CNC(=O)CSc2nc(-c3sc(-c4ccccc4)nc3C)cc(=O)[nH]2)c1 | i
CS(=O)(=O)c1ccc2nc(NC(=O)c3ccc(=O)n(Cc4c(F)cccc4Cl)c3)sc2c1 | i
COc1ccc(CC(=O)Nc2nnc(Cc3cccs3)o2)cc1 | i
COc1cn(CC(=O)Nc2ccc3c(c2)OCCO3)c(CSc2ccc(F)cc2)cc1=O | i
NS(=O)(=O)c1ccc(NC(=O)CCc2csc(NC(=O)c3ccccc3)n2)cc1 | i
O=C(NCCC(O)c1ccccc1)C1CC1 (stereo not given) | i
O=C(Cc1cc(-c2ccc3c(c2)OCO3)on1)NCCCc1ccccc1 | i
O=C(C1CCCC1)N1CCc2ccc(NC(=O)C3(c4ccccc4)CCOCC3)cc21 | i
CCOc1ccc(S(=O)(=O)NCC2CCN(Cc3ccco3)CC2)cc1F | i
CCc1cccc2sc(N(CCN3CCOCC3)C(=O)c3ccn(CC)n3)nc12 | i
CC1CN(C)CCN1CC1CCN(C(=O)NCc2ccccc2)CC1 (stereo not given) | i
CSc1ccccc1C(=O)Nc1nnc(-c2cc(C)nn2C)o1 | i
CC(=O)c1ccc(NC(=O)CSc2nccn3nc(-c4ccc(C)cc4)cc23)cc1 | i
O=C(Cn1c(CO)nc2ccccc21)N1CCOCC1 | i
COc1ccc(CCC(=O)NCCN2CCN(c3ccccc3F)CC2)cc1 | i
O=C(NCCC1=CCCCC1)c1ccc(-n2c(=S)[nH]c3ccccc3c2=O)cc1 | i
O=C(Cn1c(=O)oc2ccccc21)N(CCc1ccccc1)Cc1ccccn1 | i
CS(=O)(=O)Nc1cccc(NC(=O)CCc2csc(NC(=O)c3cccs3)n2)c1 | i
Cn1c(NCCO)nc2c1c(=O)n(CC(N)=O)c(=O)n2C | i
COc1cccc(OCC(O)CN2CCC(C)CC2)c1 (stereo not given) | i
CC(C)C(=O)Nc1ccc(C(=O)NCCNC(=O)Cc2ccccc2)cc1 | i
CC(C)c1nnc(NC(=O)c2ccc(Br)o2)s1 | i
COc1ccc(C)cc1NC(=O)N1CCN(c2cc(OC(C)C)nc(C)n2)CC1 | i
Cc1ccnc(Nc2ccc(NCCNS(=O)(=O)Cc3ccccc3)nn2)c1 | i
CC1CCN(S(=O)(=O)c2ccc(-c3nc(C#N)c(NCCCN(C)C)o3)cc2)CC1 | i
CCN(CC)CCSc1ccc(-c2ccc3c(c2)OCO3)nn1 | i
Cc1cccc(S(=O)(=O)Nc2ccc3c(c2)N(C(=O)C(C)(C)C)CC3)c1 | i
CN1CC(c2nc3ccccc3n2CCCOc2ccc(Cl)cc2)CC1=O (stereo not given) | i
COc1ccc(S(=O)(=O)CC(=O)Nc2nc3ccc(OC)cc3s2)cc1 | i
COC(=O)c1ccccc1NC(=O)C1CCCN(c2ccc(-n3nc(C)cc3C)nn2)C1 (stereo not given) | i
COCC(=O)NCC1CCN(Cc2ccsc2)CC1 | i
CCOC(=O)N1CCN(C(=O)Cc2csc(NC(=O)c3ccc(=O)[nH]c3)n2)CC1 | i
COc1ccc(CCNC(=O)c2cnc3c(c(C)nn3-c3ccccc3)c2Cl)cc1 | i
COc1ccccc1CNC(=O)c1ccc(S(=O)(=O)N2CCOCC2)o1 | i
O=C(Nc1ccc2c(c1)N(C(=O)c1ccco1)CC2)c1c(F)cccc1F | i
O=C(CSc1ccc(NC(=O)c2cccs2)nn1)Nc1nc2ccccc2s1 | i
O=C(NCCNc1ccc(Nc2ccccn2)nn1)C1CCCO1 (stereo not given) | i
Cc1nnc(CNC(=O)C(=O)Nc2ccc3c(c2)OCCO3)o1 | i
COc1ccc(-c2noc(CSc3nc4ccccc4c(=O)n3C(C)C)n2)cc1 | i

Some of the entries so far, as labelled records.
> COCC(=O)NCC1CCN(Cc2ccsc2)CC1
  GIRK2 activator: i
> Cc1nnc(CNC(=O)C(=O)Nc2ccc3c(c2)OCCO3)o1
  GIRK2 activator: i
> CN1CC(c2nc3ccccc3n2CCCOc2ccc(Cl)cc2)CC1=O (stereo not given)
  GIRK2 activator: i
> CCN(CC)CCSc1ccc(-c2ccc3c(c2)OCO3)nn1
  GIRK2 activator: i
